Source: PubChem BioAssay (National Center for Advancing Translational Sciences (NCATS))
D1 ag: human D1 receptor agonism; P21728; HEK293 T-REx D1 cells, calcium flux, agonist mode; 1% of 360,000 active; activation, % at 2 µM; in the data active means activation above about 30%; further: 0% is about no effect
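Tetracycline-induced HEK293 TREx D1 cells, force-coupled to calcium signalling, were dye-loaded with a no-wash calcium kit. Compound was pin-added after a 10 s baseline. Fluorescence was read kinetically at 1 cycle/s for 180 s, with calcium rises flagged as agonism.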
D1 PAM: potentiators of human D1 dopamine receptor | HEK293 TREx D1 cells, calcium flux, dopamine EC20 potentiation | 0.036% of 360,000 active | potentiation, % at 10 µM; in the data active means potentiation above about 30%; further: 0% is about no effect
TRHR PAM: TRH receptor (human) allosteric enhancement | TRHR cells, fluo-8 calcium fluorescence, EC20 TRH enhancement | P34981 | enhancement, % at 2 µM | 0.66% of 360,000 active; in the data active means enhancement above about 30%; further: 0% is about no effect
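TRHR-expressing cells loaded with fluo-8 calcium dye were read kinetically (ex 480/em 530) during compound addition, then stimulated with an EC20 of TRH (10 nM final). Enhancement of the Gq-mediated intracellular calcium response was scored.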
TRHR ag: agonists of human TRH receptor. P34981. TRHR cells, calcium flux fluo-8, FDSS agonist mode. activation, % at 2 µM. 0.18% of 360,000 active; in the data active means activation above about 30%; further: 0% is about no effect
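TRHR-expressing cells loaded with fluo-8 calcium dye; 23 nL library compound pin-transferred, kinetic FDSS fluorescence (Ex 480/Em 530) recorded about 180 s for agonist-induced calcium release, before a 10 nM TRH EC20 addition for potentiator mode.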
Apoferritin bind: candidate novel general anesthetic via apoferritin binding | Potency, µM (titrated, usually from 77.5 µM), inactives show at the top dose activity change, negative = displacement, usual class: inhibitors | P02791 | apoferritin/1-aminoanthracene competitive binding, fluorescence | 0.074% of 350,000 active; further: potency means the concentration at half of the fitted maximal effect; on the % scale 0 is the no-effect control and ±100 the full control effect; nearly all actives have a fitted effect of over 20% in size
Target sequence (P02791 2-175 limits assumed): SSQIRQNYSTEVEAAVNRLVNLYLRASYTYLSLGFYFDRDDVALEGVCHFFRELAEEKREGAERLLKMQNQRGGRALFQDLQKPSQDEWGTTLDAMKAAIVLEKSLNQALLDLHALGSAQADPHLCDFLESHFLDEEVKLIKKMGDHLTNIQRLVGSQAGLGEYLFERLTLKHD
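Horse-spleen apoferritin (10 uM) was mixed with 50% saturated 1-aminoanthracene in PBS, exposed to compounds for 10 min at room temperature, and read for fluorescence (ex 380 nm, em 535 nm). Competitive displacement was fitted with a four-parameter Hill equation.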
RXFP1 antag: antagonists of human relaxin receptor RXFP1; activity change, negative = inhibition, % at 57.5 µM; HEK293-RXFP1, relaxin-stimulated cAMP HTRF, 30 min; active compounds read low; 0.59% of 350,000 active; AID 1259400;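 active means activity change of -60% or lower, but not beyond a set lower limit; inconclusive means change between -60% and -40%, or beyond the set limit; inactive means change above -40%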; further: on the % scale 0 is the no-effect control and ±100 the full control effect
Target sequence (Q9HBX9 whole entry, looked up): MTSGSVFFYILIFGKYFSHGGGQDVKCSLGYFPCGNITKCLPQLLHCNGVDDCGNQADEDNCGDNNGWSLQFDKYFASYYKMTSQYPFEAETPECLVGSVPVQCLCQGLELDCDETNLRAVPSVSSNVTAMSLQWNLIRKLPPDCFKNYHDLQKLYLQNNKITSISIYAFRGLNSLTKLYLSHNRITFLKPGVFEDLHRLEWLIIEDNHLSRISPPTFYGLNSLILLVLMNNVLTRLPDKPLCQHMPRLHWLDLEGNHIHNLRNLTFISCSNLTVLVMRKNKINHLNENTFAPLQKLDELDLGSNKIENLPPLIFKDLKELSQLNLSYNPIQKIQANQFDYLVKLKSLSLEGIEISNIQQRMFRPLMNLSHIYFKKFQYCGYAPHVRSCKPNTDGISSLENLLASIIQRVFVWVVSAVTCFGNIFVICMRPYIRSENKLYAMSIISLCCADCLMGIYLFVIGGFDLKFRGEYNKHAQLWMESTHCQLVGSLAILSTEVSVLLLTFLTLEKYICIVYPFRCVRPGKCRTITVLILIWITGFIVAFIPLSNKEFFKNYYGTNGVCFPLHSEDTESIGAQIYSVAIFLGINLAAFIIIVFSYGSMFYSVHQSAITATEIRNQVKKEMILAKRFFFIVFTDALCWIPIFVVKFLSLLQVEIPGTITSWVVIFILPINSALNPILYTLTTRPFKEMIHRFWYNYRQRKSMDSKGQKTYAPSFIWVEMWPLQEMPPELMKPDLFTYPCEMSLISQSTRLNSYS
D1 antagonist: blocks dopamine activation of the human D1 receptor; P21728; HEK293 TREx D1 cells, calcium flux, dopamine EC80; active compounds read low; activity change, negative = inhibition, % at 10 µM; 3.2% of 360,000 active; in the data active means activity change below about -30%; further: on the % scale 0 is the no-effect control and ±100 the full control effect
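After overnight tetracycline induction at 30 C, force-coupled D1 HEK293 cells took up a no-wash calcium dye at room temperature. Compounds were added and monitored 180 s, and the response to EC80 dopamine was then recorded.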
RXFP1 agonist: activates the human relaxin receptor RXFP1 | Q9HBX9 | HEK293T-RXFP1 cAMP TR-FRET, 30 min; response scale: percent of porcine relaxin response, buffer zero | Potency, µM (series often up to 57.5 µM), without a hit: at the top dose activation, usual class: activators | 0.3% of 370,000 active; further: potency means the concentration at half of the fitted maximal effect; on the % scale 0 is the no-effect control and ±100 the full control effect; nearly all actives have a fitted effect of over 60% in size; many of its hits are not listed in these tables
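Agonist response is measured as cAMP accumulation in an RXFP1-transfected HEK293T line under PDE4 inhibition. Values are scaled between buffer-only and 29 nM porcine relaxin, and EC50s come from standard Hill equation fits.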
D2 PAM: positive allosteric modulators of human D2 dopamine receptor; 0.34% of 340,000 active; P14416; potentiation, % at 10 µM; HEK293 T-REx D2, calcium flux, EC20 dopamine potentiation; AID 485347;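 active means potentiation over 3 SD above the plate norm, cut at about 30% in these data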; further: 0% is about no effect
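Potentiation of an EC20 dopamine calcium response measured kinetically over 180 s, after a preceding 180 s compound-only read flagging agonists. Cells: inducible Hek293 Trex D2 line, 4000/well, cultured overnight at 30 C before dye loading.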
Numbers without * were called inactive; ? = inconclusive; . = not tested or not shown; & = joins results of further samples; ! = repeats disagree; [ ] = remark or other dose. Unless noted, the call rests on the fitted dose curve; in most records, active means well fitted curve in the direction sought with a large enough effect; inconclusive means small, poorly fitted or top-dose-only effect, or another doubt; inactive means no such curve, though single readings can be large; an effect the other way counts as inactive or inconclusive. Not all compounds are listed; rates above refer to the full screens.

SMILES	D1 ag	D1 PAM	TRHR PAM	TRHR ag	Apoferritin bind	RXFP1 antag	D1 antagonist	RXFP1 agonist	D2 PAM
O=C(c1ccoc1)N1CCC2(CC1)Oc1ccc(F)cc1C(=O)C21CC(c2cccnc2)=NO1 (stereo not given)	3	-3	0	0.8	-17%	.	-6	2.9%	.
COc1cccc(Sc2nc(-c3ccccc3)ncc2S(C)(=O)=O)c1	10	-2	-4	0.2	-3%	7	-5	2.2%	1
CCn1c(-c2nn(-c3ccc(C)cc3)ccc2=O)n[nH]c1=S	1	4	3	0.7	-8%	19	.	1.9%	0
COc1cccc2sc(NNC(=O)C3=COCCO3)nc12	2	-4	-5	-0.6	-2%	-19	-1	0.6%	-12
COc1ccc(N(Cc2cccs2)C(=O)c2ccc(OC)c(Cl)c2)cc1	8	-2	-8	1.1	114%[activator]	-22	-8	0.8%	8
CS(=O)(=O)Nc1ccccc1C(=O)Nc1ccc2c(c1)OCCO2	1	1	-4	0.2	-4%	6	-7	0.1%	0
CCn1cc(S(=O)(=O)N2CCN(Cc3ccc(F)cc3)CC2)cn1	-1	-8	4	0.7	-7%	3	.	0.1%	-12
Cc1c2ccccc2nc2c(F)c(N(C)C)c(F)c(F)c12	62*	-4	4	40*	-7%	2	-5	14%	-12
CCN(CC)CCNC(=O)c1ccc(NC(C)=O)cc1	2&1	-4&3	24&-6	0.8&-0.4	2%&1%&-3%	16	-34*!	2.3%&-2.2%	-4&5
CC1CCCCN1S(=O)(=O)c1ccc(NC(=O)c2cccs2)cc1 (stereo not given)	6	-9	-3	0.1	?	-12	0	-4.4%	7
CC(C)(C)C(=O)Nc1ccc(C(=O)COC(=O)C2CC2)cc1	4	-2	6	0.4	.	15	-18	0.5%	-16
CC1CCN(CCCOc2ccc(Cl)cc2Br)CC1	14	-10	5	0.5	-6%	3	-12	-2.5%	-26
CCCC1C2C(=O)N(c3ccccc3OC)C(=O)C2ON1c1ccccc1 (stereo not given)	0	-3	-6	0.2	-12%	-8	0	-0.2%	-1
CCOC(=O)c1ccccc1NC(=O)c1cccnc1	1	1	-3	0.0	32%[activator]	7	-5	-0.5%	4
CN1CCN(C2Cc3ccccc3Sc3ccc(Cl)cc32)CC1 (stereo not given)	7	-6	13	1.1	.	?	-105*	-1.1%	.
CCOc1cc(-c2nnc(SCC(=O)NC3CCCC3)nc2-c2ccc(OC)c(OCC)c2)ccc1OC	3	-2	0	0.3	2%	-15	-3	3.0%	11
CC(C)NC(=O)COC(=O)c1ccccc1Oc1ccccc1	-3	-8	3	-1.0	-14%	-11	-2	0.3%	-7
COc1cc(S(=O)(=O)NC(Cc2c[nH]c3ccccc23)C(=O)O)ccc1NC(C)=O (stereo not given)	5	-3	-2	0.3	12%	-5	7	-0.9%	17
COc1cc([N+](=O)[O-])ccc1-c1ccc(/C=N\n2cnnc2)o1	5	-2	0	-2.2	5%	15	-3	3.9%	-6
CCc1c(C)sc(NC(=O)OC)c1C(=O)N1CCOCC1	2	3	-7	0.3	-12%	15	-6	0.8%	3
CCc1nnc(NC(=O)CSc2nc(C)cc(C)c2C#N)s1	2	-1	-5	-0.6	6%	7	-4	?	3
Cc1cccc(C(=O)OCC(=O)c2ccc3c(c2)OCO3)c1O	4	-1	2	0.7	-19%	-14	-1	5.4%	-8
CCN(CC)c1ccc(/C=N/Nc2nc(C)cc(C)n2)c(O)c1	4	-4	7	0.0	?	-5	-21	0.0%	7
Cc1ccccc1OCC(=O)Nc1nnc(-c2ccco2)s1	4	-6	-4	0.3	0%	-8	-5	9.6%	.
O=C(CCNC(=O)c1ccccc1Cl)Nc1ccc(Br)c(C(F)(F)F)c1	11	-5	-8	0.9	-16%	4	-8	0.4%	-11

Sorted by SMILES length (smallest number first): some entries from above.
SMILES	D1 ag	D1 PAM	TRHR PAM	TRHR ag	Apoferritin bind	RXFP1 antag	D1 antagonist	RXFP1 agonist	D2 PAM
CCn1cc(S(=O)(=O)N2CCN(Cc3ccc(F)cc3)CC2)cn1	-1	-8	4	0.7	-7%	3	.	0.1%	-12
COc1cc([N+](=O)[O-])ccc1-c1ccc(/C=N\n2cnnc2)o1	5	-2	0	-2.2	5%	15	-3	3.9%	-6
O=C(c1ccoc1)N1CCC2(CC1)Oc1ccc(F)cc1C(=O)C21CC(c2cccnc2)=NO1 (stereo not given)	3	-3	0	0.8	-17%	.	-6	2.9%	.

Remaining list, next part.
SMILES	D1 ag	D1 PAM	TRHR PAM	TRHR ag	Apoferritin bind	RXFP1 antag	D1 antagonist	RXFP1 agonist	D2 PAM
N#Cc1ccc(S(=O)(=O)N2CCN(CC(=O)Nc3ccccc3C(=O)NC3CC3)CC2)cc1	0	-1	-7	-1.0	.	5	20	1.1%	1
CCN(CC)S(=O)(=O)c1ccc(/C=C/C(=O)OCC(=O)N(C(C)C)C(C)C)cc1	12	-5	4	1.0	-9%	-5	-7	-1.7%	.
COc1ccc(C(=O)n2c(C)c(CCO)c(=O)n2C)cc1	2	-1	10	0.2	-6%	-2	-7	0.0%	13
CCSC1(SCC)N=C(N)C2(C#N)C(c3ccccc3)NC3=C(CCC3)C12C#N (stereo not given)	0	-5	1	0.4	-15%	-10	-6	0.6%	-2
COC(c1ccccc1)(c1ccccc1)C(Oc1nccc(C)n1)C(=O)O (stereo not given)	-1	1	31*	0.3	-1%	11	4	0.4%	12
Cc1ccc(OCC(=O)N(C)CC(=O)Nc2ccccc2Cl)c([N+](=O)[O-])n1	0	0	-3	-0.1	.	2	-8	-1.4%	-1
Cc1ccc(N(Cc2ccccc2F)S(C)(=O)=O)c(C)c1	1	-7	-5	-1.7	-17%	11	.	-1.0%	-1
CSc1nnc(Nc2ccccc2C)s1	2	-2	-1	0.1	?	-3	0	-0.9%	-3
Clc1ccc(-c2csc(N/N=C/c3ccc4c(c3)OCO4)n2)cc1	-1	-4	-6	-0.9	51%[activator]	-21	-10	0.3%	4
Cc1ccc(C(=O)NCCCN2CCOCC2)c(C)c1	3	1	6	0.5	-2%	-8	7	2.6%	-5
CCn1c(=NC(=O)c2ccc(N3C(=O)CCC3=O)cc2)sc2c(OC)ccc(OC)c21	4	.	5	-0.4	-6%	-13	-11	0.5%	1
Cc1nc(Cl)c(C(=O)NCc2ccccc2)c(C)c1[N+](=O)[O-]	0	-6	2	0.0	-7%	26	-15	-1.0%	-2
COCC1CCN(C(=O)c2cc(COc3ccc4ncccc4c3)on2)CC1	14	-3	10	1.0	-5%	-6	-23	8.0%	-18
CCCn1c(SC(C)C(=O)NCC2CCCO2)nc2sc3c(c2c1=O)CCC3 (stereo not given)	0	-8	10	-0.4	.	-15	2	1.0%	-6
Cc1ccc2c(c1)N(CC(=O)N1CCCC1)C(=O)CO2	4	0	1	0.5	-8%	5	-1	7.5%	-8
COc1ccc2c(C)cc3nncn3c2c1	3	1	2	0.0	0%	1	17	7.8%	.
CC1CCN(C(=O)c2ccccc2NC(=O)Cc2ccccc2)CC1	-1	-3	3	0.5	-5%	-4	3	-0.1%	8
Cc1ccc(SCC(=O)Nc2ccc3oc(-c4ccccc4F)nc3c2)cc1	3	-1	-1	1.1	-11%	-7	-5	-5.1%	12
COc1ccc2c(CC(=O)N(C)CC3COc4ccccc4O3)coc2c1 (stereo not given)	5	-1	-3	-0.9	-6%	4	-7	18%	-20
Cc1ccc2oc(-c3cc(NC(=O)/C=C/c4ccco4)ccc3Cl)nc2c1	8	-1	22	-0.3	-2%	-36	2	0.6%	1
COc1cc(N=Nc2cccc(S(N)(=O)=O)c2)c2ccccc2c1N	3	0	4	3.4	-6%	-19	6	-1.2%	12
O=C(Nc1ccccc1Cl)C1Cc2ccccc2O/C1=N\O (stereo not given)	2	4	-4	0.9	4%	0	-12	6.1%	-4
CCCOc1ccc(OCCNC2CCCC2)cc1	3	9	3	1.0	-17%	-5	-22	-1.1%	-4
CCCNC(=O)c1nc2ncc(Br)cn2n1	0	1	-9	1.6	-5%	-10	-1	0.3%	-7
O=C(O)c1ccc(N/N=C/c2cccc(C(F)(F)F)c2)cc1	2	-7	1	0.8	-4%	-8	-4	-0.4%	2

Compounds above that have a CF3 group, in the order listed:
SMILES	D1 ag	D1 PAM	TRHR PAM	TRHR ag	Apoferritin bind	RXFP1 antag	D1 antagonist	RXFP1 agonist	D2 PAM
O=C(CCNC(=O)c1ccccc1Cl)Nc1ccc(Br)c(C(F)(F)F)c1	11	-5	-8	0.9	-16%	4	-8	0.4%	-11
O=C(O)c1ccc(N/N=C/c2cccc(C(F)(F)F)c2)cc1	2	-7	1	0.8	-4%	-8	-4	-0.4%	2

Continued.
SMILES	D1 ag	D1 PAM	TRHR PAM	TRHR ag	Apoferritin bind	RXFP1 antag	D1 antagonist	RXFP1 agonist	D2 PAM
O=C(c1cccs1)N(c1ccc(Br)cc1)C1C=CS(=O)(=O)C1 (stereo not given)	4	-8	-1	1.6	-11%	0	-6	0.1%	5
CC(C)(C)c1ccc(C(=O)NCC(=O)OCC(=O)Nc2nc(-c3ccc(F)cc3)cs2)cc1	6	2	0	0.9	?	-33	-2	-1.1%	-6
Cc1ccc(Cl)cc1NC(=O)C(=O)NCCc1sc(-c2ccc(F)cc2)nc1C	17	0	2	0.5	-3%	-4	10	26%	9
O=C(Nc1ccc2oc(=O)ccc2c1)c1ccc(-c2cccc([N+](=O)[O-])c2)o1	3	-10	20	0.2	-13%	-11	-19	3.7%	0
CC(Oc1ccccc1)C(=O)N1CCN=C1SCc1ccc(F)cc1 (stereo not given)	5	1	6	0.0	-3%	5	1	0.5%	5
O=C(NC(=S)NCc1ccc(F)cc1)c1ccccc1	3	-4	-4	0.7	-8%	-12	7	0.0%	-5
O=C(O)/C=C/C(=O)NCc1csc2ccccc12	4	-1	2	1.2	44%[activator]	9	-4	-0.8%	-11
CC1=CC(C)(C)NC(=S)N1c1ccc(C)c(C)c1	60*	3	-2	-0.9	-14%	6	-31*	0.8%	.
Cc1ccc2oc(C(=O)NCc3ccc4c(c3)OCO4)c(C)c2c1	24	-6	22	-0.1	?	-13	-13	-0.6%	10
CC(C)N1CCN(C(=O)C2CCC(=O)N(CCc3cccc(F)c3)C2)CC1 (stereo not given)	3	-3	-1	-0.3	-3%	-1	-4	0.0%	0
Cc1cn2c(=O)c(S(=O)(=O)NC(C)c3ccccc3)c(C)nc2s1 (stereo not given)	0	-4	6	0.0	-4%	-4	-18	-1.8%	-2
CCCOc1ccc(N2C(=O)CC(N(CCc3ccc(OC)cc3)C(=O)/C=C/C(=O)O)C2=O)cc1 (stereo not given)	1	-2	0	-1.4	-4%	6	18	-0.7%	-9
CCc1ccccc1NC(=O)CN(C)C(=O)CSc1nn(-c2ccc(F)cc2)c(=S)s1	8	11	13	0.4	-2%	-1	-17	0.8%	-2
